RORgamma inh: blocks mouse ROR gamma transcriptional activity; AID 2551; Potency, µM (highest dose often 53.6 µM), for the others: at the top dose activity change, negative = inhibition, actives largely listed as inhibitors; Drosophila S2 Gal4-RORgamma UAS-luciferase reporter, 20 h; 310,000 tested, 5.4% active; P51450; further: potency means the concentration at half of the fitted maximal effect; on the % scale 0 is the no-effect control and ±100 the full control effect; nearly all actives have a fitted effect of over 60% in size
Target sequence (P51450 whole entry, looked up, the tested form may be a part): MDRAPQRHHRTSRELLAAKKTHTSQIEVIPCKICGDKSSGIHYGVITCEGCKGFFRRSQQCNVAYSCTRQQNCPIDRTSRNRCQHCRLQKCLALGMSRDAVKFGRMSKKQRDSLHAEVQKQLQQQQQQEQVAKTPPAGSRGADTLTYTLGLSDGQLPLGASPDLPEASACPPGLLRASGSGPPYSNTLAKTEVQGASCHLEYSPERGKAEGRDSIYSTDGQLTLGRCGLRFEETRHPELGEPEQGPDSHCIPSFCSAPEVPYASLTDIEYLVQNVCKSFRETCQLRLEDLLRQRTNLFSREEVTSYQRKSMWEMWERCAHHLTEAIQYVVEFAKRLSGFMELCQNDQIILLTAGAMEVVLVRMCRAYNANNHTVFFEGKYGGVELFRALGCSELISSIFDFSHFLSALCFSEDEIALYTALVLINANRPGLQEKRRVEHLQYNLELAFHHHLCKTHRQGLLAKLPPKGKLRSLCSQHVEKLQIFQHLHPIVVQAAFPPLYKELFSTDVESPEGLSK
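Compounds are pin-transferred onto Drosophila Schneider cells expressing a copper-inducible Gal4–ROR gamma transactivation domain fusion. After 1 hr, copper sulfate is added to 700 uM final; luciferase is read 20 hr later.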
ELG1 repair inh: blocks ELG1-dependent DNA repair in HEK293T cells; HEK293T ELG1-luciferase reporter, luminescence, 16 h; DNA damage induced by 5-fluorouridine; Potency, µM (doses to about 46.1 µM), inactives show at the top dose activity change, negative = inhibition, most hits filed as inhibitors; 330,000 tested, 2.3% active; AID 504467; further: potency means the concentration at half of the fitted maximal effect; on the % scale 0 is the no-effect control and ±100 the full control effect; nearly all actives have a fitted effect of over 55% in size
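In this reporter screen, reduction of luminescence relative to DMSO vehicle indicated activity. Compounds and 5-fluorouridine were added together to 2,000 cells per well, incubated for 16 hr at 37 °C, then developed with ONE-Glo.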
TRPV1 agonist: activates the human vanilloid receptor TRPV1. Q8NER1. TRPV1-expressing cells, Fluo-8 calcium influx, agonist mode. activation, % at 8.33 µM. 320,000 tested, 0.19% active. AID 540275; in the data active means activation above about 80%; inconclusive means between about 30% and that limit; further: 0% is about no effect
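Fluo-8 calcium influx in TRPV1-expressing cells, kinetic read (ex 480/em 520 nm). Compound added and read 3 min for agonist activity, followed by capsaicin at EC20 final and 2 min further read for enhancement.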
NPC1 promoter act: activators of NPC1 promoter. Huh7 NPC1 promoter luciferase reporter, 24 h. Potency, µM (titrated, usually from 9.22 µM), without a hit: at the top dose activation, actives largely listed as activators. 320,000 tested, 2.4% active;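 further: potency means the concentration at half of the fitted maximal effect; % of control where 0% means no effect; nearly all actives have a fitted effect of over 60% in size; reporter is driven by a mutant NPC1 promoter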
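Huh7 cells stably carrying NPC1 promoter–luciferase, plated in Opti-MEM with 10% FBS for 2 h, were exposed to compound in DMSO for 24 h at 37 °C; luciferase reagent was added for 10 min and luminescence read.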
BRCA1 expr up: BRCA1 expression activation; Potency, µM (titrated, usually from 46.1 µM), for the others: at the top dose activation, actives largely listed as activators; MCF7-BRCA1-FFLuc reporter, luminescence, 48 h; response scale: scaled: vehicle 0%, 10 µM genistein 100%; 380,000 tested, 1.1% active; further: potency means the concentration at half of the fitted maximal effect; nearly all actives have a fitted effect of over 80% in size; some results filed as inactive show a strong effect at the top dose
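Reporter cells (MCF7, BRCA1 promoter-firefly luciferase) received library compounds across a concentration series for 48 h. End-point luminescence was measured and concentration-effect curves derived after normalization.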
ELG1 genotoxic: induces genotoxicity in HEK293T cells with luciferase-tagged ELG1 | HEK293T ELG1-luciferase reporter, luminescence, 16 h | Potency, µM (highest dose often 46 µM), inactives show at the top dose activity change, positive = activation, actives largely listed as activators | 330,000 tested, 1.3% active | AID 504466; further: potency means the concentration at half of the fitted maximal effect; % of control where 0% means no effect; nearly all actives have a fitted effect of over 60% in size
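Quantitative HTS format in 1536-well plates. HEK293T ELG1-luciferase reporter cells receive test compound and are incubated 16 hr at 37 °C, 5% CO2; ONE-Glo added, 30 min room temperature, then luminescence read.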
Tb PFK block: inhibitors of T. brucei phosphofructokinase; Potency, µM (titrated, usually from 57.5 µM), inactives show at the top dose activity, negative = inhibition, usual class: inhibitors; AID 485367; T. brucei PFK, ADP-Glo luminescence; 330,000 tested, 0.17% active;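 further: potency means the concentration at half of the fitted maximal effect; 0% = uninhibited 1x PFK enzyme wells and -100% = no-enzyme wells; nearly all actives have a fitted effect of over 60% in size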
Target sequence (O15648 whole entry, looked up): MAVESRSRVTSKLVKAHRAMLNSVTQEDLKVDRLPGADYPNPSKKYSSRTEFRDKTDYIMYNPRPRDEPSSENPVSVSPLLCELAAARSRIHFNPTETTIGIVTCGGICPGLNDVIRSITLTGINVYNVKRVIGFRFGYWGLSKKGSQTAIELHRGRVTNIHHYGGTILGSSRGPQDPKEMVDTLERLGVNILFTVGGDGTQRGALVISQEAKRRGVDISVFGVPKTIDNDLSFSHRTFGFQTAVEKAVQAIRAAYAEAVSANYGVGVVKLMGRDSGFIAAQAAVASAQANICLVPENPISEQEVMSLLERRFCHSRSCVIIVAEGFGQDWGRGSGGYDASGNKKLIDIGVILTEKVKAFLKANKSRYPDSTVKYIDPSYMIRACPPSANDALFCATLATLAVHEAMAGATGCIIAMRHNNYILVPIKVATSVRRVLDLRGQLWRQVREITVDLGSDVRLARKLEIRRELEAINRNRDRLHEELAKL
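PFK 1.25 nM, F6P 0.5 mM, ATP 0.1 mM, 0.1 M TEA pH 8.0, 5 mM MgCl2, 0.01% Tween20, 0.1% BSA; 45 min RT. ADP-Glo readout. qHTS titration up to 57 uM; curves fitted, compounds curve-classed.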
Rab9 prom act: Rab9 promoter activation | 320,000 tested, 2.8% active | Potency, µM (top dose mostly 9.22 µM), for the others: top-dose activation, negative = inhibition, usual class: activators | AID 485297 | Huh7 Rab9 promoter-luciferase reporter, luminescence, 24 h; further: potency means the concentration at half of the fitted maximal effect; % of control where 0% means no effect; nearly all actives have a fitted effect of over 60% in size
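Using Huh7 cells stably transfected with Rab9 promoter–luciferase, compounds were incubated 24 h at 37 °C, 5% CO2; luciferase luminescence was read 10 min after reagent addition.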
FLuc modulator: counter-screen for miR-21 project: firefly luciferase inhibitors or activators; Potency, µM (titrated, usually from 57.5 µM), for inactives: top-dose activity change, negative = inhibition, hits mostly inhibitors; purified FLuc, Km substrates, luminescence inhibition; 360,000 tested, 6.9% active; P08659;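 further: potency means the concentration at half of the fitted maximal effect; plate controls were vehicle for no effect and reference inhibitor for full effect; nearly all actives have a fitted effect of over 55% in size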
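Biochemical qHTS of compounds, final roughly 60 µM downward over six points, against 10 nM purified firefly luciferase using Km concentrations of substrates (10 uM D-luciferin, 10 uM ATP) in Tris acetate pH 7.5 buffer; luminescence output.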
p53 reactivation: mutant p53 re-activation in reporter cells; H1299 p53-A138V BP100-luciferase reporter, luminescence, 24 h; Potency, µM (titrated, usually from 92.2 µM), without a hit: at the top dose activity change, positive = activation, most hits filed as activators; AID 504706; 320,000 tested, 0.063% active; further: potency means the concentration at half of the fitted maximal effect; % of control where 0% means no effect; nearly all actives have a fitted effect of over 45% in size
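p53-null H1299 cells stably carrying temperature-sensitive p53-A138V and a BP100-luciferase reporter were pinned with compounds (4-point, 1:5 series) and held 24 hrs at 37 deg C. Luminescence was read 10 min after detection reagent.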
Gal4-VP16 FLuc: inhibits Gal4-VP16 luciferase reporter, ROR gamma counter-screen; Drosophila S2 Gal4-VP16 UAS-luciferase, luminescence, 20 h; Potency, µM (top dose mostly 53.6 µM), inactives show at the highest dose activity, negative = inhibition, hits mostly inhibitors; 310,000 tested, 3.5% active; AID 2546;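 further: Gal4-VP16 expression switched on by copper sulfate through the metallothionein promoter; potency means the concentration at half of the fitted maximal effect; on the % scale 0 is the no-effect control and ±100 the full control effect; nearly all actives have a fitted effect of over 50% in size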
* = called active by the depositor; ? = inconclusive; nt = not tested or not shown; [ ] = remark or other dose. Unless noted, the call rests on the fitted dose curve; in most records, active means well fitted curve in the direction sought with a large enough effect; inconclusive means small, poorly fitted or top-dose-only effect, or another doubt; inactive means no such curve, though single readings can be large; an effect the other way counts as inactive or inconclusive. Compounds were not picked by outcome. Share with any hit: about 15%.

SMILES	RORgamma inh	ELG1 repair inh	TRPV1 agonist	NPC1 promoter act	BRCA1 expr up	ELG1 genotoxic	Tb PFK block	Rab9 prom act	FLuc modulator	p53 reactivation	Gal4-VP16 FLuc
Cc1ccc(NC(=O)NCc2ccc3c(c2)OCO3)cc1C	-24%	?	2	12%	?	?	0%	14%	?	4%	4%
COc1ccc(S(=O)(=O)N2CCn3c2nc2ccccc23)cc1	17%[0.365 µM]	2%	1	-2%	-4%	-4%	1%	-5%	-2%	10%	nt
COc1ccc(NC(=O)c2cc(F)c(F)cc2Cl)cc1Cl	32%	?	13	?	0%	?	-12%	?	13µM*	-1%	1%
CCn1c(=S)[nH]c2cc(C(=O)O)ccc21	-9%	29%	5	-4%	nt	6%	-12%	0%	-8%	-1%	-1%
Cc1cccc(OCC(=O)N(Cc2cccs2)C2CCS(=O)(=O)C2)c1 (centres undefined)	14%	-11%	3	-9%	8%	-5%	1%	-1%	4%	-26%	4%
COCCCNc1nc2c(c(=O)n(Cc3ccc(OC)cc3)c(=O)n2C)n1C	29%	?	7	3%	-21%	-4%	-2%	-4%	1%	-2%	3%
Cc1ccccc1NC(=O)CCC(=O)N/N=C/c1c[nH]c2ccccc12	-10%	3%	0	2%	-25%	0%	-3%	-5%	-14%	-2%	9%
Cc1cc(C)n2ncc(/C(N)=N/OC(=O)Nc3ccccc3)c2n1	18%	?	3	-1%	-4%	-8%	22%	0%	27µM*	17%	-3%
CCCCNC(=O)c1cn(C)c2ccc(S(=O)(=O)N3CC(C)CC(C)C3)cc2c1=O (centres undefined)	-13%	-11%	-2	-6%	0%	-3%	0%	0%	-1%	4%	-9%
Cc1nn(-c2ccc(F)cc2)c(Cl)c1/C=C/C(=O)OCC(=O)Nc1ccc(F)cc1F	-59%	2%	2	-3%	-32%	16%	7%	-1%	5%	-7%	-28%
CCCCn1c(=O)[nH]c(=O)c2c1nc(-c1ccc([N+](=O)[O-])cc1)n2CC	11%	7%	-1	-6%	-32%	5%	-1%	-2%	-1%	4%	0%
CCn1nc(NC(=O)C(C)C)c2cc3ccc(C)cc3nc21	-1%	?	-3	-3%	0%	-12%	-25%	-3%	-5%	-3%	-14%
COC(=O)c1ccccc1NC(=O)CSc1ccccc1	-7%[10 µM]	17%	-2	19%	1%	3%	2%	11%	-15%	-3%	1%
CC(C)C[C@H](NC(=O)NCCc1ccc(Cl)cc1)C(=O)O	15%	14%	-4	7%	-20%	3%	1%	-5%	0%	2%	4%
Cc1ccc(NC(=O)CN(C)C(=O)/C=C/c2cccc(F)c2)cc1	6%	10%	7	-6%	-32%	3%	2%	3%	-5%	2%	-1%
CCN(CC(=O)Nc1ccccc1C(F)(F)F)C(=O)c1cc(S(=O)(=O)N2CCCCCC2)ccc1OC	nt	?	2	-1%	-37%	-5%	0%	-10%	4%	-5%	nt
CCCn1c(SCC(=O)N2CCCCC2)nnc1-c1ccccn1	-9%	-1%	1	-4%	nt	1%	2%	-1%	-1%	-1%	-2%
COC(=O)C1CCN(C(=O)COC(=O)c2oc3ccc(OC)cc3c2C)CC1	-35%	-13%	14	1%	2%	-5%	-2%	2%	-6%	-3%	-6%
O=C(CN1N=C(c2ccccc2)CCC1=O)NCc1ccco1	12%	11%	1	-3%	nt	2%	0%	-4%	0%	5%	-8%
NC(=O)CC(NC(=O)Cc1ccc(Br)cc1)c1ccc(NCc2ccccn2)c([N+](=O)[O-])c1 (centres undefined)	6%	-6%	1	1%	5%	-1%	-15%	1%	0%	-3%	-9%
CN(C)CCCNC(=O)C(=O)NCC(c1cccs1)S(=O)(=O)c1ccc(F)cc1 (centres undefined)	nt	13%	3	1%	-52%	-2%	2%	-5%	0%	3%	nt
CCOc1cc(CNCCSc2nnnn2C)cc(Br)c1OCc1ccccc1	-23%	-23%	17	2%	-60%	-9%	2%	-4%	-3%	-7%	-20%
Clc1ccc(Oc2ncnc3oc(-c4ccccc4)cc23)cc1	0%	7%	3	2%	-3%	11%	0%	9%	-1%	-1%	-9%
O=C(CCC1CCCN(c2ncccn2)C1)NCc1ccccc1F (centres undefined)	-11%	1%	?	-3%	2%	3%	3%	0%	-2%	-1%	10%
CCCCN(C(=O)COC(=O)c1ccccc1)c1c(N)n(CCC)c(=O)[nH]c1=O	nt	10%	nt	nt	-1%	4%	0%	nt	nt	0%	nt
CCn1cnc2c1c(=O)n(CC(=O)O)c(=O)n2Cc1ccccc1	-1%	?	3	1%	-6%	3%	-19%	5%	2%	11%	6%
O=C(Cc1ccccc1)Nc1ncccn1	nt	0%	1	0%	-2%	4%	4%	-6%	2%	0%	nt
CC(C)(C)n1ncc2c(=O)n(CC(=O)NCc3ccco3)cnc21	?	?	5	3.2µM*	61%	?	-5%	3.2µM*	?	?	?
Cc1cccc(C)c1OCC(O)CN (centres undefined)	-15%[10 µM]	0%	-2	0%	4%	-1%	1%	2%	5%	-4%	2%
CCS(=O)(=O)c1nnnn1-c1ccccc1S(C)(=O)=O	?	15µM*	0	-11%	-41%	1%	3%	-11%	9%	-16%	?
COC(=O)CN1C(=O)C(C)(C)Oc2ccc(C(=O)Nc3cccc(OC)c3)cc21	?	?	25	-1%	-20%	-28%	0%	-4%	2%	-4%	3%
COc1ccc(N2CCN(c3nc4ccccc4n3CC(=O)c3ccccc3)CC2)cc1	?	-10%	6	2%	-1%[1.84 µM]	-11%	0%	1%	-16%	0%	6%
Fc1ccc(-c2ncc3ccccn23)cc1	-39%	?	3	0%	23%	7%	-1%	0%	-15%	0%	-19%
COc1ccc(C2=NOC(C(=O)Nc3cccnc3Cl)C2)cc1 (centres undefined)	?	2%	22	-2%	-7%	-2%	-5%	-4%	-7%	-5%	0%
CC(=O)c1ccc(-c2ccc([C@H]3[C@H]4C=CC[C@@H](C)[C@@H]4C(=O)N3Cc3ccccc3)c(F)c2)cc1	?	?	-1	0%	-68%	-5%	3%	-3%	0%	5%	-10%
CCOC(=O)c1c(C)[nH]c(C)c1C(=O)CN1C(=O)NC2(CCC(C)CC2)C1=O (centres undefined)	0%	?	0	1%	-15%	-1%	-5%	-2%	-2%	-3%	4%
NS(=O)(=O)c1cccc(NC(=O)CSc2nc3ccc(Cl)cc3[nH]2)c1	-21%	-27%	-6	1%	-19%	-2%	-6%	3%	?	-4%	-9%
Cc1ccc(C)c(N2N=C(C(=O)Nc3ccccc3N3CCCC3)CCC2=O)c1	-5%	?	11	-5%	-58%	-17%	1%	6%	2%	-12%	-18%
CCN(CC)S(=O)(=O)N1CCC(C(=O)NCc2ccco2)CC1	8%	22%	3	3%	0%	1%	3%	18%	-2%	-4%	6%
Cc1cccc(-c2cccc(NC(=O)C3CCCN(C(=O)c4ocnc4C)C3)c2)c1 (centres undefined)	?	0%	24	4%	4%	0%	-2%	8%	?	2%	1%
CCc1ccc2[nH]c(=O)c(CN(Cc3ccccc3)Cc3nnnn3Cc3ccco3)cc2c1	-10%[0.365 µM]	?	10	-2%	-53%	-25%	1%	-3%	1%	-4%	nt
COC(=O)c1ccc(NC(=O)COc2ccc(S(=O)(=O)N3CCCCC3)cc2)cc1	16%	18%	15	5%	-2%	2%	2%	8%	12%	3%	2%
CCC(C(=O)n1cccc1C#N)c1ccccc1C (centres undefined)	nt	22%	3	-3%	-10%	2%	-22%	4%	1%	7%	nt
CC(=O)Nc1ccc(N/C(=N\S(=O)(=O)c2ccccc2)c2ccccc2)cc1	3%	-16%	2	-1%	-8%	-2%	2%	9%	2%	-4%	14%
CCN1CCc2c(sc(NC(=O)c3ccc(S(=O)(=O)N4CCCCCC4)cc3)c2C(=O)NC)C1	-12%	-1%	16	-2%	-23%	6%	2%	-9%	3%	-7%	-6%
Cc1cc(C)nc(N(C#N)Cc2cccc3ccccc23)n1	-10%	-1%	5	2%	0%	-9%	10%	-3%	4%	11%	3%
Cc1c(CCC(=O)NCC(=O)O)c(=O)oc2cc3occ(-c4ccccc4)c3cc12	-27%	-4%	7	-2%	-10%	1%	-14%	1%	?	-7%	?
Cn1nc(N2CCN(S(=O)(=O)c3ccccc3)CC2)c(=O)n(C)c1=O	nt	-5%	1	-9%	13%	-1%	-5%	-5%	-2%	0%	nt
